Assay outcomes from PubChem.
KCNH2 3.1 inh – inhibitors of human KCNH2 3.1 potassium channel isoform; U2OS KCNH2 3.1, thallium flux FluxOr; hits give low values; activity change, % (tested at about 1.8 µM); 340,000 tested, 0.95% active; AID 720553;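 active = maximum activity change below -70%; inconclusive = maximum activity change from -70% to -50%; inactive = maximum activity change above -50%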;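 also: thallium influx rate constant from kinetic fluorescence after stimulation buffer; % is scaled to controls: 0 for no effect and ±100 for the full control effect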
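Thallium flux via FluxOr fluorescence (Red40 quencher, 45 min loading) in U2OS cells virally expressing the KCNH2 3.1 isoform (1.77 x 10^8 /mL virus, overnight at 37 C). Rate constants from 2-min kinetic reads post-stimulation, normalised to positive and negative controls.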
PKM2 activator – increases activity of human pyruvate kinase M2 | P14618 | purified PKM2, Kinase-Glo ATP luminescence, activation; response scale: 0% is enzyme alone, no compound | Potency, µM (doses to about 57.5 µM), without a hit: at the top dose activation, hits mostly activators | 260,000 tested, 0.34% active | AID 1631; also: potency is read from the fitted curve at half-maximal effect; % is scaled to controls: 0 for no effect and ±100 for the full control effect; nearly all actives have a fitted effect of over 55% in size
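Kinase-Glo luminescence reports ATP generated from ADP (0.1 mM) and PEP (0.5 mM) by purified hPK-M2 after 1 h at room temperature, pH 7.2 imidazole buffer; intermediate enzyme activity allows detecting inhibitors and activators.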
NPC1 prom act – activates the NPC1 promoter. Huh7 NPC1 promoter luciferase reporter, 24 h. Potency, µM (series often up to 9.22 µM), without a hit: top-dose activation, usual class: activators. 320,000 tested, 2.4% active;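 also: potency is read from the fitted curve at half-maximal effect; % of control where 0% means no effect; nearly all actives have a fitted effect of over 60% in size; reporter is driven by a mutant NPC1 promoter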
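Luciferase expression driven by the NPC1 promoter was measured in stably transfected Huh7 cells after a 24 h compound incubation, using a luciferase reagent and a luminescence read.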
Mito fusion act – mitochondrial division inhibition or fusion activation; AID 485298; 320,000 tested, 0.23% active; S. cerevisiae fusion-defective mutant growth rescue, CellTiterGlo 48 h; Potency, µM (titrated, usually from 46.1 µM), without a hit: top-dose growth rescue (activation), most hits filed as activators;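 also: potency is read from the fitted curve at half-maximal effect; % of control where 0% means no effect; nearly all actives have a fitted effect of over 45% in size; temperature-sensitive fusion mutants such as fzo1-1 at 37 °C on non-fermentable ethanol glycerol medium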
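Compounds are tested for their ability to restore growth of mitochondrial fusion-defective yeast strains at non-permissive 37C in YPEG medium over 48 hours. Viability is quantified by luciferase luminescence.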
Menin-MLL TR inh – inhibitors of human menin-MLL interaction, mutant MLL peptide. Potency, µM (top dose mostly 61.6 µM), for the others: top-dose FP activity change, negative = inhibition, hits mostly inhibitors. O00255. 270,000 tested, 0.23% active. AID 1768. Menin + Texas Red MLL mutant peptide, fluorescence polarization; active = well fitted inhibition curve with a large enough effect in the polarisation, with a control signal flat, not every such curve was filed as active; inconclusive = small, poorly fitted or top-dose-only effect, or effect the other way, or a change in a side signal; inactive = no such curve, though single readings can be large or run the other way; the % refers to the polarisation; also: potency is read from the fitted curve at half-maximal effect; % of control where 0% means no effect; many of its hits are not listed in these tables
Target sequence (O00255 whole entry, looked up): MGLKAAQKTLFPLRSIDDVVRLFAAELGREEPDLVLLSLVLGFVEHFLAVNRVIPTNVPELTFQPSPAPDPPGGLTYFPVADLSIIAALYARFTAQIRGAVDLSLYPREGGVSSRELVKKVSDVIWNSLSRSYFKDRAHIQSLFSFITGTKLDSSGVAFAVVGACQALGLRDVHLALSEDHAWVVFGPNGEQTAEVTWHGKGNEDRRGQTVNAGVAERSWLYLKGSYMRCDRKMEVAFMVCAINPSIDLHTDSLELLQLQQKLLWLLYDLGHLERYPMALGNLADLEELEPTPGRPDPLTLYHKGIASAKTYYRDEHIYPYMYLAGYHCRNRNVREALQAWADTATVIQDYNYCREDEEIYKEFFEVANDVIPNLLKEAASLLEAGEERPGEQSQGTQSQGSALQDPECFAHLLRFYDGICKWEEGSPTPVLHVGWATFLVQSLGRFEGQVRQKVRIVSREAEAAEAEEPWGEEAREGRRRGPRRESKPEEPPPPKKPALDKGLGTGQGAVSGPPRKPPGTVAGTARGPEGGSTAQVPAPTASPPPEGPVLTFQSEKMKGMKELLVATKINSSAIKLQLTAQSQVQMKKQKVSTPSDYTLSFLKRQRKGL
ELG1 repair inh – blocks ELG1-dependent DNA repair in HEK293T cells; HEK293T ELG1-luciferase reporter, luminescence, 16 h; DNA damage induced by 5-fluorouridine; Potency, µM (doses to about 46.1 µM), for inactives: at the top dose activity change, negative = inhibition, most hits filed as inhibitors; 330,000 tested, 2.3% active; AID 504467; also: potency is read from the fitted curve at half-maximal effect; % is scaled to controls: 0 for no effect and ±100 for the full control effect; nearly all actives have a fitted effect of over 55% in size
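Luminescence from the luciferase reporter, measured 30 min after ONE-Glo reagent at room temperature, was the read-out. Beforehand, 2,000 cells per well were exposed for 16 hr at 37 °C to 5-fluorouridine together with compound or vehicle.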
MBNL1-CUG inh – MBNL1-poly(CUG) RNA binding inhibition | Q9NR56 | TR-FRET MBNL1-His/biotin-(CUG)12 binding, 665/545 ratio | Potency, µM (doses to about 57.5 µM), for the others: at the top dose activity change, negative = inhibition, usual class: inhibitors | 280,000 tested, 0.036% active | AID 2675; active = well fitted inhibition curve with a large enough effect in the signal ratio, with a control signal flat, not every such curve was filed as active; inconclusive = small, poorly fitted or top-dose-only effect, or effect the other way, or a change in a side signal; inactive = no such curve, though single readings can be large or run the other way; the % refers to the signal ratio; also: potency is read from the fitted curve at half-maximal effect; % is scaled to controls: 0 for no effect and ±100 for the full control effect
Target sequence (Q9NR56 whole entry, looked up): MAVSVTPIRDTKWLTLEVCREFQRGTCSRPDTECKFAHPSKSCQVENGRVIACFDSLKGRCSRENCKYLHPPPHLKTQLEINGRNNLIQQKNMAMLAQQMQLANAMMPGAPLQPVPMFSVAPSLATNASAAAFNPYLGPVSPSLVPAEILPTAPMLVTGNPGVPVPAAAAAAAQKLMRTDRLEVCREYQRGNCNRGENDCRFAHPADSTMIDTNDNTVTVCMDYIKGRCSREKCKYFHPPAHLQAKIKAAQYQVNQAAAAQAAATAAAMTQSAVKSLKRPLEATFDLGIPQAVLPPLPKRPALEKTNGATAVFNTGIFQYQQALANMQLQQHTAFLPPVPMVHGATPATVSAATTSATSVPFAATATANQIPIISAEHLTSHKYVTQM
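TR-FRET readout: Ex 340 nm, 665/545 nm emission ratio, normalized to buffer-only (basal) and MBNL1-(CUG)12 controls. Complex of MBNL1-His with Biotin-(CUG)12, compounds 92 nM–58 uM, incubated 60 min at room temperature.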
FLuc counter – firefly luciferase modulation, counter-screen for miR-21 project | P08659 | purified FLuc, Km substrates, luminescence inhibition | Potency, µM (top dose mostly 57.5 µM), inactives show top-dose activity change, negative = inhibition, hits mostly inhibitors | 360,000 tested, 6.9% active | AID 588342;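 also: potency is read from the fitted curve at half-maximal effect; plate controls were vehicle for no effect and reference inhibitor for full effect; nearly all actives have a fitted effect of over 55% in size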
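Purified P. pyralis luciferase (10nM final) with 10uM D-luciferin and 10uM ATP (Km levels) in 50mM Tris acetate pH 7.5, 10mM Mg acetate, 0.01% Tween-20, 0.05% BSA; qHTS 6-point titration, ~60 µM downward; luminescence read.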
VP16 counter – Gal4-VP16 reporter inhibition counter-screen. Drosophila S2 Gal4-VP16 UAS-luciferase, luminescence, 20 h. Potency, µM (series often up to 53.6 µM), for inactives: at the top dose activity, negative = inhibition, usual class: inhibitors. 310,000 tested, 3.5% active;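 also: Gal4-VP16 expression switched on by copper sulfate through the metallothionein promoter; potency is read from the fitted curve at half-maximal effect; % is scaled to controls: 0 for no effect and ±100 for the full control effect; nearly all actives have a fitted effect of over 50% in size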
Rab9 promoter act – Rab9 promoter activation; Potency, µM (highest dose often 9.22 µM), without a hit: at the top dose activation, negative = inhibition, hits mostly activators; 320,000 tested, 2.8% active; Huh7 Rab9 promoter-luciferase reporter, luminescence, 24 h; also: potency is read from the fitted curve at half-maximal effect; % of control where 0% means no effect; nearly all actives have a fitted effect of over 60% in size
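Huh7 cells stably carrying a Rab9 promoter-luciferase reporter, 1500 cells per well in OP-MEM I with 10% FBS, treated with compound 24 hours at 37C. Luciferase activity read by luminescence after 10 minutes with Amplite reagent.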
RORg inh – inhibitors of mouse ROR gamma transcriptional activity; P51450; Drosophila S2 Gal4-RORgamma UAS-luciferase reporter, 20 h; Potency, µM (top dose mostly 53.6 µM), without a hit: top-dose activity change, negative = inhibition, hits mostly inhibitors; 310,000 tested, 5.4% active; AID 2551; also: potency is read from the fitted curve at half-maximal effect; % is scaled to controls: 0 for no effect and ±100 for the full control effect; nearly all actives have a fitted effect of over 60% in size
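Luciferase reporter read in Schneider cells carrying Gal4-RORγ (mouse) and UAS-Photinus luciferase; cells given compound 1 h before 700 uM copper sulfate induction, then incubated 20 h at ambient temperature.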
Starred values were filed as active, the others as inactive; ? = inconclusive; nt = not tested or not shown; [ ] = remark or other dose. Unless noted, calls follow the shape of the dose curve; as a rule, active = well fitted curve in the direction sought with a large enough effect; inconclusive = small, poorly fitted or top-dose-only effect, or another doubt; inactive = no such curve, though single readings can be large; an effect the other way counts as inactive or inconclusive.

SMILES	KCNH2 3.1 inh	PKM2 activator	NPC1 prom act	Mito fusion act	Menin-MLL TR inh	ELG1 repair inh	MBNL1-CUG inh	FLuc counter	VP16 counter	Rab9 promoter act	RORg inh
CCCC(=O)Nc1ccc(NC(=S)NC(=O)c2ccccc2[N+](=O)[O-])cc1	3	2%	-7%	-18%	-2%	?	nt	-2%	3%	-3%	-3%[10 µM]
Cc1cc(OC(C)C(=O)NCc2ccccn2)c2c(C)cc(=O)oc2c1 (stereo unspecified)	-5	7%	-2%	3%	-10%	6%	-6%	0%	17%	3%	0%
COc1ccc(CC(=O)NCc2ccco2)cc1OC	7	-11%	8%	1%	nt	19%	-4%	0%	-3%	-2%	-12%
O=C(CN1CCCCC1)Nc1cc(Cl)ccc1Cl	-4	-7%	12%	3%	-10%	16%	-6%	?	-2%[0.365 µM]	1%	4%
CC1C/C(=N/Nc2ccc([N+](=O)[O-])cc2[N+](=O)[O-])CC(C)(C)C1 (stereo unspecified)	-12	-21%	-2%	10%	19%	-6%	3%	-1%	-1%	-12%	6%
COc1ccc(NC(=O)c2cc(S(=O)(=O)N3CCCCC3)c[nH]2)cc1	-17	-4%	2%	-2%	-1%	-5%	-6%	7%	4%	3%	-1%
O=C(O)[C@H](Cc1ccccc1)NC(=O)N1CCOCC1	7	1%	-3%	-4%	4%	-5%	-5%	9%	0%	6%	5µM*
CCCCNc1c([N+](=O)[O-])cc(C(=O)O)cc1[N+](=O)[O-]	0	-1%	0%	5%	3%	0%	?	4%	3%	1%	7%
Cc1ccccc1NC(=O)C1CCCN(C(=O)NCc2ccccc2)C1 (stereo unspecified)	17	-1%	1%	-24%	12%	-8%	4%	-2%	3%	0%	?
CCN(CC)CC(=O)Nc1scc2c1c(=O)oc1ccccc12	-5	-5%	?	8%	nt	?	3%	?	-13%	?	-31%
COc1ccc(C(CCN2CCCC2)c2c(OC)cc(OC)c3c(-c4ccccc4)cc(=O)oc23)cc1 (stereo unspecified)	?	6%	0%	0%	?	4%	0%	2%	?	-5%	?
CC(C)=CCN1CCN(Cc2cccc3c2OCO3)CC1CCO (stereo unspecified)	-7	0%	0%	5%	11%	-6%	14%	0%	-9%	-3%	0%
Cc1cc2nn(-c3ccc(F)cc3)nc2cc1N	7	-1%	2.5µM*	3%	?	?	16%	0.76µM*	-24%	3.2µM*	4%[1.91 µM]
COc1ccc(CCNC(=O)Cn2c(=O)n(-c3ccc(C)c(F)c3)c(=O)c3sccc32)cc1OC	3	-5%	1%	7%	-16%	?	11%	-1%	7%[10 µM]	0%	19%
C=C(C)CSc1nnc([C@@H]2CCCN2)o1	7	-11%	-3%	-11%	nt	0%	1%	1%	-4%	-1%	-14%
CCOc1ccc(S(=O)(=O)Nc2ccc(C(=O)NCC(c3ccccc3)N(C)C)cc2)cc1 (stereo unspecified)	8	-3%	1%	-2%	-7%	-4%	-5%	3%	nt	-3%	nt
COc1ccc(/C=N/NC(=O)Nc2cccc3nsnc23)cc1	-10	0%	-8%	-2%	-17%	18%	nt	4%	?	1%	6%[10 µM]
CCOC(=O)Cc1nnc(NC(=O)C(CC)Sc2nncn2C)s1 (stereo unspecified)	19	0%	-5%	-3%	4%	-4%	-7%	6%	-5%	-3%	-20%
CCOC(=S)SCC(=O)Nc1nc(-c2ccc(Br)cc2)cs1	11	0%	-5%	14%	-9%	?	14%	-18%	6.3µM*	-10%	5µM*
Cc1sc2c(c1C)C(=O)/C(=C\Nc1ccncc1)S(=O)(=O)N2C	-11	-17%	-5%	-4%	nt	-11%	nt	1%	-16%	-14%	-3%
C/C(=N\N=C1\NC(=O)CC(C(=O)O)S1)c1ccc(F)cc1 (stereo unspecified)	3	2%	0%	-2%	6%	-2%	nt	4%	-3%	-2%	-9%[10 µM]
CC(C)C(NC(=O)c1ccc(Cl)cc1)C(=O)NCC1CCCO1 (stereo unspecified)	-13	0%	-1%	-11%	-1%	-1%	2%	-1%	-8%	2%	-2%
CS(=O)(=O)N1CCN(C2CCN(Cc3ccccc3)CC2)CC1	nt	3%	-3%	-2%	-1%	6%	0%	-1%	3%	-1%	-27%
CCCCN(C(=O)c1cc(Cl)nc2ccccc12)c1c(N)n(Cc2ccccc2)c(=O)[nH]c1=O	6	nt	-4%	12%	nt	0%	nt	-2%	nt	-2%	nt
CC(CN1CCN(C)CC1)OC(=O)c1ccccc1Cl (stereo unspecified)	-12	3%	5%	-1%	2%	5%	18%	-1%	-5%	-2%	1%
More entries follow.
SMILES	KCNH2 3.1 inh	PKM2 activator	NPC1 prom act	Mito fusion act	Menin-MLL TR inh	ELG1 repair inh	MBNL1-CUG inh	FLuc counter	VP16 counter	Rab9 promoter act	RORg inh
CS(=O)(=O)c1ccc(Sc2nc3ccccc3s2)c([N+](=O)[O-])c1	20	-4%	-14%	-10%	19%	?	?	-4%	10µM*	-10%	11µM*
O=C(/C=C/c1ccco1)NC1=NCCS1	8	1%	2.2µM*	1%	7%	?	?	11µM*	-21%	2.5µM*	-41%
O=C1CCC(=O)N1c1ccc(S(=O)(=O)Nc2cccc(Br)c2)cc1	8	nt	0%	1%	nt	0%	3%	3%	-2%	0%	17%
COc1cccc(CN(C(=O)c2cccs2)C2CCS(=O)(=O)C2)c1 (stereo unspecified)	-3	nt	0%	-4%	-12%	0%	-1%	0%	-17%	-2%	8%
O=C(Cn1c(NCCO)nc2ccccc21)c1ccc([N+](=O)[O-])cc1	-13	nt	1%	0%	0%	-6%	?	1%	5%	4%	31%
O=C(CCC(=O)N1CCN(C(=O)c2ccco2)CC1)c1ccc(F)cc1	19	-9%	-1%	-1%	3%	-10%	-1%	-1%	-9%	-1%	15%
CCOC(=O)C1CCN(S(=O)(=O)c2ccc(NC(=O)OC)cc2)CC1	-21	-2%	-1%	2%	5%	-22%	-6%	-1%	-1%	-4%	24%
CCOC(=O)Nc1cccc(Nc2ccccc2)c1	0	-4%	2%	12%	26%	17%	2%	?	3%	-2%	?
COc1ccc(N(CC(=O)N2CCOCC2)S(=O)(=O)c2ccccc2)cc1Cl	13	-9%	-5%	1%	nt	6%	0%	0%	7%	7%	-7%
CCCn1c(SCc2ccc(Cl)cc2)nc2c1c(=O)[nH]c(=O)n2C	-3	1%	-6%	-4%	-15%	-16%	-1%	0%	-4%	3%	15%
OC(CNCC1CCCO1)Cn1c2ccccc2c2ccccc21 (stereo unspecified)	-12	-1%	-2%	-7%	-5%	-6%	-3%	2%	-17%	-4%	1%
O=C(Nc1ccc2ccccc2c1)NC1CCS(=O)(=O)C1 (stereo unspecified)	-14	-1%	-1%	4%	10%	?	-3%	-18%	-15%	1%	-4%
Cc1cc(NC(=O)C(C)SCC(=O)OCC(=O)N(Cc2ccccc2)C(C)(C)C)no1 (stereo unspecified)	nt	0%	1%	1%	nt	13%	0%	4%	-1%	0%	24%

An excerpt of the results above, for reference:
SMILES	KCNH2 3.1 inh	PKM2 activator	NPC1 prom act	Mito fusion act	Menin-MLL TR inh	ELG1 repair inh	MBNL1-CUG inh	FLuc counter	VP16 counter	Rab9 promoter act	RORg inh
CS(=O)(=O)c1ccc(Sc2nc3ccccc3s2)c([N+](=O)[O-])c1	20	-4%	-14%	-10%	19%	?	?	-4%	10µM*	-10%	11µM*
O=C(/C=C/c1ccco1)NC1=NCCS1	8	1%	2.2µM*	1%	7%	?	?	11µM*	-21%	2.5µM*	-41%
O=C1CCC(=O)N1c1ccc(S(=O)(=O)Nc2cccc(Br)c2)cc1	8	nt	0%	1%	nt	0%	3%	3%	-2%	0%	17%
COc1cccc(CN(C(=O)c2cccs2)C2CCS(=O)(=O)C2)c1 (stereo unspecified)	-3	nt	0%	-4%	-12%	0%	-1%	0%	-17%	-2%	8%

Not all compounds are listed; count on the stated rates, not on these rows.
